# Compound activity deposited in PubChem by University of Kansas High Throughput Screening Laboratory.
# Pf apPOL inh – Pf-apPOL inhibitors, biochemical, fluorescence. Plasmodium falciparum apicoplast DNA polymerase (apPOL). Recombinant Pf-apPOL, molecular beacon fluorescence, 1.5 h. inhibition, % at 10 µM. hit rate 0.25% among 210,000. AID 1794808, 2022
# mHTT-CaM PPI inh – mutant huntingtin-calmodulin interaction inhibitors – biochemical, AlphaScreen, primary screen. P42858. AlphaScreen His-mHTT/GST-CaM binding, luminescence. inhibition, % at 15 µM. hit rate 3.6% among 190,000;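 further: 0% = both proteins with DMSO and 100% = one protein alone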
# Numbers without * were called inactive; . = no result given; & = joins results of further samples. No stated cut-off is given here; in the data, active means inhibition above about 50%; inactive means the rest.
SMILES,Pf apPOL inh,mHTT-CaM PPI inh
COc1c(C(=O)N2CCN(c3ccccc3F)CC2)sc2ccc(F)cc12,0,6
O=c1[nH]c2ccc(Cl)cc2c(-c2ccccc2)c1Sc1ncn[nH]1,-4,5
CCNC(=O)C(c1ccccc1)N1C(=O)CSC1c1ccc(F)cc1 (stereo unspecified),1,8
CC1OC(Nc2ccc(OC(F)(F)Cl)cc2)C(O)C(O)C1O (stereo unspecified),-1,3
Nc1ccc(Br)cc1C(O)c1ccc(Cl)cc1 (stereo unspecified),2,9
Cn1c(=O)c2c(ncn2CC(=O)Nc2ccc(OC(F)(F)Cl)cc2)n(C)c1=O,-6,4
COc1ccc(S(=O)(=O)N2CCc3ccccc32)cc1[N+](=O)[O-],-4,7
CN1C(=O)CC(C(=O)Nc2cccc(Cl)c2)SC1=Nc1cccc(C(F)(F)F)c1 (stereo unspecified),-1,6
O=C(c1ccc(-c2c(-c3ccc(F)cc3)ncn2C2CCCC2)o1)N1CCOCC1,-6,29
Cc1cccc(-n2ccnc2SCC(=O)Nc2ccc(F)cc2F)c1C,10,25
COc1cccc(NC(=O)C(=O)N2CCOCC2)c1,-3,-6
Cc1oc(C2CCN(C(=O)c3ccc(F)cc3Cl)CC2)nc1C(=O)N(C)C,-1,-23
COc1ccc2c(=O)c(-c3ccccc3)coc2c1,1&16,-4&-2
O=C(Nc1ccc(F)c(C(F)(F)F)c1)C1COCC(=O)N1Cc1ccccc1 (stereo unspecified),0,10
S=C(NCc1ccc2[nH]c3c(c2c1)CCCC3)NC1CCCCC1,-3,40
CCCCC1(C)OC(=O)C(=Cc2ccc(OC)c(I)c2)C(=O)O1 (stereo unspecified),4,4
O=[N+]([O-])c1cc(Cl)c2oc(-c3ccc(O)cc3)nc2c1,-1,48
NC(=O)C1(c2ccccc2)CCC(=O)N1c1ccccc1 (stereo unspecified),-4,0
Cc1ccc(NC(=O)c2cnn3cccnc23)cc1C,4,8
CCCCOc1ccccc1C1CC(=O)Nc2n[nH]c(C)c21 (stereo unspecified),2,-9
O=S(=O)(c1ccc(-c2noc(-c3ccccc3)n2)cc1)N1CCOCC1,-2,.
O=C(NCc1cccnc1)C1CCN(CC2CC=CCC2)CC1 (stereo unspecified),-4,7
CC1CC(NC(=O)C(=O)c2c[nH]c3ccccc23)CC(C)(C)C1 (stereo unspecified),-1,-4
Cc1ccc(S(=O)(=O)N2CCC(C(=O)N3CCN(c4ccccc4)CC3)CC2)cc1,-4,-1
CCOc1ccc(-c2nc3s/c(=C\c4cc(Br)ccc4OC)c(=O)n3n2)cc1,55*,-8
O=C(O)C1CN(C(=O)c2ccc(F)c(F)c2)C1,-4,-13
c1ccc(-c2cnc(-c3cccnc3)o2)cc1,-4,2
COc1ccc(C)cc1NC(=O)c1sc2nc(C)nc(N3CCCCC3)c2c1C,-3,-7
COc1cccc(C2C=C(c3ccc(C)cc3)Nc3ncnn32)c1 (stereo unspecified),-5,18
O=C1C2CCC(C(O)C2)N1Cc1ccccc1 (stereo unspecified),-6,.
Cc1cc2nn(-c3ccc(Cl)cc3)nc2cc1NC(=O)COc1ccccc1,-5,1
O=C(O)CN1C(=O)CN(c2ccc(Br)cc2)C1=O,30,-1
C#CC1(OCC(O)CN2CCC(C)CC2)CCCCC1 (stereo unspecified),-10,0
N#Cc1cc2c(=O)n3ccccc3nc2n(CCCn2ccnc2)c1=N,1,11
CN(C)c1ccc([N+](=O)[O-])cc1C(F)(F)F,15,.
CNCC(=O)N1CCC(c2nc(-c3ccccc3)n[nH]2)CC1,17,6
CCOc1ccc(CC(=O)N2CCN(c3nc(CN4CCOCC4)cs3)CC2)cc1,-5,12
Cc1onc(-c2c(F)cccc2Cl)c1-c1ncc(-c2ccc(Br)cc2)o1,-6,.
CC(C)(C)n1nnc(CCOCCc2nnn(C(C)(C)C)n2)n1,-10,-8
O=C(Nc1ccc(N2CCCC2)cc1)c1cc(I)ccc1Cl,0,28
Cc1ccc(-c2nccc(C3CCCN(C(=O)c4cccc(F)c4)C3)n2)cc1 (stereo unspecified),0,-11
CCC(=O)N1CCOC(COc2cccc(OC)c2)C1 (stereo unspecified),-2,-5
C#CCCN([C@@H](CC(C)C)C(=O)OC)S(=O)(=O)c1ccccc1Br,-4,-4
Clc1ccc(-c2nc(CN3CCOCC3)cs2)cc1,6,.
CC1C(=O)N(c2ccc(Cl)cc2)CCN1C(=O)c1ccccc1F (stereo unspecified),2,-7
C=CCOc1ccc(C(=O)N2CCCCC2CCN2CCCCCC2)cc1 (stereo unspecified),-13,-3
Cc1noc(C)c1S(=O)(=O)NCC1CCN(C(=O)Oc2ccccc2)CC1,-7,-5
O=C(c1cc(F)c(F)cc1Cl)N1CCN(c2ccc([N+](=O)[O-])cc2Cl)CC1,-1,2
O=c1/c(=C/c2ccc(N3CCOCC3)cc2)sc2nc3ccccc3n12,4,-3
Cc1cc([N+](=O)[O-])nn1CCCC(=O)Nc1ccc(Cl)c(Cl)c1,-10,14
CC(Oc1cccc(F)c1)C(=O)NCCOc1ccccc1 (stereo unspecified),-4,-6
Cn1ccc2c(-c3ccc(C(C)(C)C)cc3)cc3c(c21)C1CCC3O1 (stereo unspecified),0,26
Cc1cc(C=C2C(=O)NC(=O)NC2=O)c(C)n1-c1ccc(Cl)c(Cl)c1,2,14
O=C1OC(c2ccc(Br)cc2)=C/C1=C\C=C\c1ccccc1,-1,3
C=CCN1[C@H](Cc2ccccc2)COc2cc(N3CCSCC3)ccc2S1(=O)=O,-5,-10
Cc1cc(OCC(=O)Nc2ccccc2C(N)=O)c(C(C)C)cc1Br,-5,0
Cc1cccc(OCC(=O)Nc2ccc(C(C)C)cc2)c1,-2,-26
CCOc1ccc(CN2CCc3nc(N4CCCC4)ncc3C2)cc1,7,18
O=C(NCCc1csc(C2CCN(C(=O)c3cccs3)CC2)n1)C1CCC1,-5,-5
O=S(=O)(c1ccc(Br)s1)N1CCCN(Cc2ccccc2)CC1,-5,-7

# Some of the entries so far, with values under each structure:
# Each structure is followed by: Pf apPOL inh | mHTT-CaM PPI inh
N#Cc1cc2c(=O)n3ccccc3nc2n(CCCn2ccnc2)c1=N
 : 1 | 11
CN(C)c1ccc([N+](=O)[O-])cc1C(F)(F)F
 : 15 | .
CNCC(=O)N1CCC(c2nc(-c3ccccc3)n[nH]2)CC1
 : 17 | 6
CCOc1ccc(CC(=O)N2CCN(c3nc(CN4CCOCC4)cs3)CC2)cc1
 : -5 | 12
Cc1onc(-c2c(F)cccc2Cl)c1-c1ncc(-c2ccc(Br)cc2)o1
 : -6 | .
CC(C)(C)n1nnc(CCOCCc2nnn(C(C)(C)C)n2)n1
 : -10 | -8
O=C(Nc1ccc(N2CCCC2)cc1)c1cc(I)ccc1Cl
 : 0 | 28
Cc1ccc(-c2nccc(C3CCCN(C(=O)c4cccc(F)c4)C3)n2)cc1 (stereo unspecified)
 : 0 | -11
CCC(=O)N1CCOC(COc2cccc(OC)c2)C1 (stereo unspecified)
 : -2 | -5
C#CCCN([C@@H](CC(C)C)C(=O)OC)S(=O)(=O)c1ccccc1Br
 : -4 | -4
Clc1ccc(-c2nc(CN3CCOCC3)cs2)cc1
 : 6 | .
CC1C(=O)N(c2ccc(Cl)cc2)CCN1C(=O)c1ccccc1F (stereo unspecified)
 : 2 | -7
C=CCOc1ccc(C(=O)N2CCCCC2CCN2CCCCCC2)cc1 (stereo unspecified)
 : -13 | -3
Cc1noc(C)c1S(=O)(=O)NCC1CCN(C(=O)Oc2ccccc2)CC1
 : -7 | -5
O=C(c1cc(F)c(F)cc1Cl)N1CCN(c2ccc([N+](=O)[O-])cc2Cl)CC1
 : -1 | 2
O=c1/c(=C/c2ccc(N3CCOCC3)cc2)sc2nc3ccccc3n12
 : 4 | -3
Cc1cc([N+](=O)[O-])nn1CCCC(=O)Nc1ccc(Cl)c(Cl)c1
 : -10 | 14
CC(Oc1cccc(F)c1)C(=O)NCCOc1ccccc1 (stereo unspecified)
 : -4 | -6
Cn1ccc2c(-c3ccc(C(C)(C)C)cc3)cc3c(c21)C1CCC3O1 (stereo unspecified)
 : 0 | 26
Cc1cc(C=C2C(=O)NC(=O)NC2=O)c(C)n1-c1ccc(Cl)c(Cl)c1
 : 2 | 14
O=C1OC(c2ccc(Br)cc2)=C/C1=C\C=C\c1ccccc1
 : -1 | 3
C=CCN1[C@H](Cc2ccccc2)COc2cc(N3CCSCC3)ccc2S1(=O)=O
 : -5 | -10
Cc1cc(OCC(=O)Nc2ccccc2C(N)=O)c(C(C)C)cc1Br
 : -5 | 0
Cc1cccc(OCC(=O)Nc2ccc(C(C)C)cc2)c1
 : -2 | -26
CCOc1ccc(CN2CCc3nc(N4CCCC4)ncc3C2)cc1
 : 7 | 18
O=C(NCCc1csc(C2CCN(C(=O)c3cccs3)CC2)n1)C1CCC1
 : -5 | -5

# Remaining list, next part.
SMILES,Pf apPOL inh,mHTT-CaM PPI inh
O=C(Nc1ccc(S(=O)(=O)N2CCCC2)cc1)c1ccccc1I,3,-2
CC(C)(C)N=C1Nc2ccccc2CNC12CCN(C(=O)c1ccco1)C2 (stereo unspecified),-2,22
CCC(=O)N1CCc2ccccc2C1C(=O)NCc1ccc(N2CCCCC2)cc1 (stereo unspecified),-6,-1
C#CCN1C(=O)C2(C(C#N)=C(N)OC3=C2C(=O)CC(C)(C)C3)c2ccccc21 (stereo unspecified),-8,3
O=C(CSc1nc2nc[nH]c2c(=O)[nH]1)c1ccc2c(c1)OCCO2,-8,1
Cc1c(F)cccc1NC(=O)c1cnc(-c2ccccc2)nc1-c1ccncc1,-1,-8
O=C(O)CCCC(=O)Nc1cccc(C(=O)O)c1,-4,-6
CCn1cnc2c1c(=O)n(C(C)C)c(=O)n2-c1ccc(F)c(F)c1,-3,14
Clc1ccc(-c2nc(N3CCCCC3)c(Cl)c(N3CCCCC3)n2)cc1,-4,.
Cc1ccc(-c2nc(NC(=O)c3cccc([N+](=O)[O-])c3)sc2C)cc1,-15,6
Cc1ccc(S(=O)(=O)N=C(c2ccc(F)cc2)N(C)C)cc1,4,-4
Cc1nc(-c2ccc(NC(=O)c3cccs3)cc2)cs1,-15&-21,.
CCN(CC)C(=O)CNC(=O)c1nn(-c2ccc(OC)c(OC)c2)c(=O)c2ccccc12,-8,9
COc1cc(C2SCC(=O)N2CCc2ccccc2)cc(OC)c1OC (stereo unspecified),0,1
CCOC(=O)C1=C(C(=O)OCC)C(C(=O)OCC)N(S(=O)(=O)C(F)(F)F)c2ccccc21 (stereo unspecified),-8,-8
O=C(O)c1[nH]c2ccc(Cl)cc2c1CC(=O)N1CCN(c2cccc(Cl)c2)CC1,-4,63*
CC(=O)n1c2c(c3ccccc31)OC(N)=C(C#N)C2c1ccc(C(C)C)cc1 (stereo unspecified),4,50*
O=C(CN(c1ccc(F)cc1)S(=O)(=O)c1ccc2c(c1)OCCO2)N1CCOCC1,-9,4
N#CC1=CN(c2cccc(Br)c2)c2ccccc2S1(=O)=O,1,0
O=C(NCc1ccsc1)C(=O)NCc1cccs1,-4,-5

# Record cards, as listed above.
# O=C(O)c1[nH]c2ccc(Cl)cc2c1CC(=O)N1CCN(c2cccc(Cl)c2)CC1 across the screens: Pf apPOL inh = -4; mHTT-CaM PPI inh = 63*
# COc1cc(C2SCC(=O)N2CCc2ccccc2)cc(OC)c1OC (stereo unspecified) across the screens: Pf apPOL inh = 0; mHTT-CaM PPI inh = 1

# Carrying on.
SMILES,Pf apPOL inh,mHTT-CaM PPI inh
O=C(O)CCCC(=O)N1N=C(c2ccccc2)CC1c1cc2cc3c(cc2nc1Cl)OCCO3 (stereo unspecified),-7,4
N#Cc1c(N)nc2c(c1-c1ccco1)CCCCCC2,0,-1
O=C1OC(c2ccccc2)=C(C(=S)Nc2ccc(Cl)cc2)C1=O,16,.
CN(C)C=Nc1c(C#N)cnn1-c1ncnc2sc(-c3ccccc3)cc12,-2,82*
COc1ccc(NC(=O)c2cc3c(n(-c4ccc(C)cc4)c2=O)CCCC3=O)cc1,2,4
CCOc1cccc(N2C(=O)CC(N3CCC(C(N)=O)(N4CCCCC4)CC3)C2=O)c1 (stereo unspecified),-5,-3
CCN(CC)CCNC(=O)c1cnn2c(C)c(Cc3c(F)cccc3Cl)c(C)nc12,-8,-4
Cc1ccc(C)c(NC(=O)CCCOc2ccc(Cl)cc2)c1,-6,-7
COc1ccc(C2c3ccsc3CCN2C(=O)NC(C)(C)C)cc1 (stereo unspecified),0,.
CCN1CCn2c(nc3cc(C(=O)NCc4ccc(C(F)(F)F)cc4)ccc32)C1=O,-3,-4
O=C(Nc1cccc(-c2nc3ncccc3o2)c1)c1cccnc1,-4,2
CC(=O)N1c2ccccc2C(=O)OC1c1ccc([N+](=O)[O-])cc1 (stereo unspecified),-5,5
COc1ccccc1C(=O)N1CC(C)C(c2nc(-c3ccccc3)no2)C1 (stereo unspecified),-3,13
Cc1ccc(NC(=O)N2CCc3c(c(COCc4cccc(F)c4)nn3C)C2)c(Cl)c1,-5,20
Cc1ccc(NC(=O)c2cc(C)n3nccc3n2)cc1C,-2,-9
O=C(Nc1cc(-c2ccccn2)no1)c1ccoc1,-3,8
CC(=O)Nc1cccc(-c2cc3c(c4c2ccn4C)C2CCC3O2)c1 (stereo unspecified),-11,3
